Screening data (PubChem BioAssay)
p53 reactivator – qHTS assay for re-activators of p53 using a Luc reporter; H1299 p53-A138V BP100-luciferase reporter, luminescence, 24 h; Potency, µM (doses to about 92.2 µM), for the others: at the top dose activity change, positive = activation, hits mostly activators; actives 0.063% (n = 320,000); also: % of control where 0% means no effect; nearly all actives have a fitted effect of over 45% in size
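p53-null H1299 cells stably carrying temperature-sensitive p53-A138V and a BP100-luciferase reporter were pinned with compounds (4-point, 1:5 series) and held 24 hrs at 37 deg C. Luminescence was read 10 min after detection reagent.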
uPA surface inh – qHTS for Inhibitors of Cell Surface uPA Generation; cell surface uPA generation assay, qHTS; Potency, µM (highest dose often 38.3 µM), for inactives: at the top dose activity change, negative = inhibition, most hits filed as inhibitors; actives 0.31% (n = 330,000); active = well fitted inhibition curve with a large enough effect; inconclusive = small, poorly fitted or top-dose-only effect; inactive = no such curve, though single readings can be large or run the other way; tested in mouse RAW 264.7 cells; also: % is scaled to controls: 0 for no effect and ±100 for the full control effect; nearly all actives have a fitted effect of over 55% in size
VP16 counter – VP16 counterscreen qHTS for inhibitors of ROR gamma transcriptional activity; Drosophila S2 Gal4-VP16 UAS-luciferase, luminescence, 20 h; Potency, µM (titrated, usually from 53.6 µM), for the others: at the highest dose activity, negative = inhibition, usual class: inhibitors; actives 3.5% (n = 310,000); AID 2546, 2010;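 also: Gal4-VP16 expression switched on by copper sulfate through the metallothionein promoter; % is scaled to controls: 0 for no effect and ±100 for the full control effect; nearly all actives have a fitted effect of over 50% in size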
RORg inh – qHTS for inhibitors of ROR gamma transcriptional activity; Drosophila S2 Gal4-RORgamma UAS-luciferase reporter, 20 h; AID 2551, 2010; Potency, µM (highest dose often 53.6 µM), for inactives: at the highest dose activity change, negative = inhibition, actives largely listed as inhibitors; Nuclear receptor ROR-gamma (Mus musculus), P51450; actives 5.4% (n = 310,000); also: % is scaled to controls: 0 for no effect and ±100 for the full control effect; nearly all actives have a fitted effect of over 60% in size
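Stably transfected Drosophila Schneider cells are the test system, with ROR gamma fused to Gal4 and luciferase under UAS control; luminescence is read after 20 hr of 700 uM copper sulfate induction at ambient temperature.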
ELG1 genotox – qHTS screen for small molecules that induce genotoxicity in human embryonic kidney (HEK293T) cells expressing luciferase-tagged ELG1. HEK293T ELG1-luciferase reporter, luminescence, 16 h. Potency, µM (titrated, usually from 46 µM), for inactives: at the highest dose activity change, positive = activation, most hits filed as activators. actives 1.3% (n = 330,000). AID 504466, 2011; also: % of control where 0% means no effect; nearly all actives have a fitted effect of over 60% in size
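Reporter readout depends on ELG1 protein level, which increases with genetic stress. After 16 hr compound exposure at 37 °C, luciferase activity was quantified using ONE-Glo.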
Rab9 promoter act – qHTS Assay for Rab9 Promoter Activators | actives 2.8% (n = 320,000) | Potency, µM (titrated, usually from 9.22 µM), inactives show at the top dose activation, negative = inhibition, hits mostly activators | AID 485297, 2010 | Huh7 Rab9 promoter-luciferase reporter, luminescence, 24 h; also: % of control where 0% means no effect; nearly all actives have a fitted effect of over 60% in size
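Cell-based reporter: Huh7 stable for Rab9 promoter-driven luciferase, plated in reduced-serum medium with 10% FBS at 1500 cells/well, compound-treated 24 h at 37 °C, luminescence read after 10 min reagent.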
CXXC DNA block – qHTS Fluorescence Polarization Assay for Inhibitors of MLL CXXC domain - DNA interaction; Histone-lysine N-methyltransferase 2A (Homo sapiens), Q03164; MLL-CXXC / FITC-HOXA9 DNA fluorescence polarization; Potency, µM (series often up to 115 µM), for inactives: at the top dose activity change, negative = inhibition, most hits filed as inhibitors; actives 0.037% (n = 290,000); active = well fitted inhibition curve with a large enough effect in the polarisation, with a control signal flat, not every such curve was filed as active; inconclusive = small, poorly fitted or top-dose-only effect, or effect the other way, or a change in a side signal; inactive = no such curve, though single readings can be large or run the other way; the % refers to the polarisation
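Purified MLL-CXXC (added from a 7 uM solution) was preincubated 5 min at ambient with pinned compounds in 50 mM Tris-HCl pH 7.5, 50 mM NaCl, 1 mM DTT, 0.05% BSA. Fluorescein-labeled HOX-A9 DNA (50 nM solution) followed, 30 min, then polarization read.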
MBNL1-CUG inh – qHTS Assay for Inhibitors of MBNL1-poly(CUG) RNA binding. Potency, µM (top dose mostly 57.5 µM), for inactives: at the top dose activity change, negative = inhibition, usual class: inhibitors. AID 2675, 2010. actives 0.036% (n = 280,000). TR-FRET MBNL1-His/biotin-(CUG)12 binding, 665/545 ratio. Muscleblind-like protein 1 (Homo sapiens), Q9NR56; active = well fitted inhibition curve with a large enough effect in the signal ratio, with a control signal flat, not every such curve was filed as active; inconclusive = small, poorly fitted or top-dose-only effect, or effect the other way, or a change in a side signal; inactive = no such curve, though single readings can be large or run the other way; the % refers to the signal ratio; also: % is scaled to controls: 0 for no effect and ±100 for the full control effect
Target sequence (Q9NR56 whole entry, looked up): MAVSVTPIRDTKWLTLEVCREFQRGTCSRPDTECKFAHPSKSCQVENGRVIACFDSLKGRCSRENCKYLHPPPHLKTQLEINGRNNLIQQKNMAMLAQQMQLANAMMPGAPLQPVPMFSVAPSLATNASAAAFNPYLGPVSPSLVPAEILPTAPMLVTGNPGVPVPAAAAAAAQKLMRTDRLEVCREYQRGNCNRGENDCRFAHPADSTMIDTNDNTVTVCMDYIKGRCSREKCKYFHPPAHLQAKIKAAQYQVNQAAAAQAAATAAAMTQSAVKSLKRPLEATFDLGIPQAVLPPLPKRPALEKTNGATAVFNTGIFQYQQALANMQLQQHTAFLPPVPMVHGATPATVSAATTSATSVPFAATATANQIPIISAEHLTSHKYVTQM
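Compounds (final 92 nM to 58 uM) are added to His-tagged MBNL1 and biotin-(CUG)12, then terbium anti-His antibody and streptavidin-XL665 (5 nM final). After 60 min at room temperature, the 665/545 nm ratio is read.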
BRCA1 expr up – qHTS Assay to Identify Small Molecule Activators of BRCA1 Expression; MCF7-BRCA1-FFLuc reporter, luminescence, 48 h; response scale: scaled: vehicle 0%, 10 µM genistein 100%; Potency, µM (highest dose often 46.1 µM), inactives show at the top dose activation, hits mostly activators; actives 1.1% (n = 380,000); AID 624202, 2012; also: nearly all actives have a fitted effect of over 80% in size; some results filed as inactive show a strong effect at the top dose
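MCF7-BRCA1-FFLuc, 2000 cells/well; 2 h attach, 37 °C/5% CO2; compound 48 h; luciferase substrate 15 min; luminescence end-point. Norm. to genistein 10 microM max activation and DMSO; concentration-response curves fitted.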
NPC1 promoter act – qHTS Assay for NPC1 Promoter Activators | Potency, µM (doses to about 9.22 µM), without a hit: at the top dose activation, hits mostly activators | Huh7 NPC1 promoter luciferase reporter, 24 h | AID 485313, 2010 | actives 2.4% (n = 320,000);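 also: % of control where 0% means no effect; nearly all actives have a fitted effect of over 60% in size; reporter is driven by a mutant NPC1 promoter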
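Stably transfected Huh7 (NPC1 promoter→luciferase), 1500 cells/well in Opti-MEM + 10% FBS, 2 h settle, then compound 24 h at 37 °C. Luminescence after 10 min with Amplite reagent.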
FLuc counter – qHTS profiling assay for firefly luciferase inhibitor/activator using purifed enzyme and Km concentrations of substrates (counterscreen for miR-21 project) | Potency, µM (titrated, usually from 57.5 µM), without a hit: at the top dose activity change, negative = inhibition, hits mostly inhibitors | purified FLuc, Km substrates, luminescence inhibition | actives 6.9% (n = 360,000);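 also: plate controls were vehicle for no effect and reference inhibitor for full effect; nearly all actives have a fitted effect of over 55% in size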
Target sequence (P08659 whole entry, looked up): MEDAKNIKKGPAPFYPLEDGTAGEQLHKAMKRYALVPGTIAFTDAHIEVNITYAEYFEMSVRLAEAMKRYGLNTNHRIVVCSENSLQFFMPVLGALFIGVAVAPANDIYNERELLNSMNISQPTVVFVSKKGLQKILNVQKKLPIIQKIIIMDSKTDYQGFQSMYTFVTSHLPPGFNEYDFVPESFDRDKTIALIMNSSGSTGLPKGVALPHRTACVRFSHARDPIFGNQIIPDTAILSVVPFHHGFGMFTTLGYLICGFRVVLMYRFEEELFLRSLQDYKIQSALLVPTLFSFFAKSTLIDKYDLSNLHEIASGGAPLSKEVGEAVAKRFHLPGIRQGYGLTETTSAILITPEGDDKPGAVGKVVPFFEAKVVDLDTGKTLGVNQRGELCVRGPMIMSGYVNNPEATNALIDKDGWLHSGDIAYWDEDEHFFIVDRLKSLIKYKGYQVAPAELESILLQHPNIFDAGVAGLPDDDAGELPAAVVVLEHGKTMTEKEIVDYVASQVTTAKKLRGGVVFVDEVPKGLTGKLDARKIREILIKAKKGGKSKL
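Biochemical qHTS of compounds, final roughly 60 µM downward over six points, against 10 nM purified firefly luciferase using Km concentrations of substrates (10 uM D-luciferin, 10 uM ATP) in Tris acetate pH 7.5 buffer; luminescence output.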
The depositor's hits bear a star; ? = inconclusive; . = not tested or not shown; [ ] = remark or other dose. Unless noted, calls follow the shape of the dose curve; as a rule, active = well fitted curve in the direction sought with a large enough effect; inconclusive = small, poorly fitted or top-dose-only effect, or another doubt; inactive = no such curve, though single readings can be large; an effect the other way counts as inactive or inconclusive. Potency is read from the fitted curve at half-maximal effect. A portion of the library; rates above refer to the full screens.

SMILES | p53 reactivator | uPA surface inh | VP16 counter | RORg inh | ELG1 genotox | Rab9 promoter act | CXXC DNA block | MBNL1-CUG inh | BRCA1 expr up | NPC1 promoter act | FLuc counter
O=C(CN1CCN(c2nc(-c3ccccc3)cs2)CC1)NNC(=O)c1ccco1 | -3.6% | 1.2% | 5.7% | 15.7% | -4.4% | -1.7% | -0.7% | 5.6% | -6.0% | 0.3% | 1.8%
COC(CNC(=O)CNC(=S)N(Cc1ccccc1)Cc1cccnc1)OC | -3.2% | -4.3% | 0.1% | -12.3% | 4.7% | 0.3% | -0.6% | . | -0.3% | 0.3% | 0.0%
COc1cc(NC(=O)C2CC(c3c(F)cccc3Cl)=NO2)cc(OC)c1OC (configuration not stated) | 1.0% | -0.6% | ? | ? | -5.2% | -7.8% | 0.4% | 2.8% | -26.4% | -3.0% | -1.8%
Cc1cccc(C)c1Nc1c(-c2ccc(N3CCOCC3)cc2)nc2cnccn12 | -3.5% | -9.5% | 10.6% | 1.2% | 5.4% | -2.4% | -6.4% | ? | -12.0% | -1.7% | ?
COc1ccc(CN(C)CC2CCCN(CCc3ccccc3C)C2)cc1O (configuration not stated) | -4.8% | -6.0% | 4.3% | -1.0% | -4.5% | -6.9% | 6.4% | 0.1% | -22.1% | -5.9% | 1.8%
COC(=O)c1ccccc1NC(=O)c1ccc2nccnc2c1 | 11.7% | -1.1% | 0.3% | 27.7% | -2.3% | 0.5% | 0.9% | ? | 4.8% | 0.3% | -15.6%
O=C(O)CNC(=O)CCN1C(=O)c2ccccc2C1=O | 9.0% | . | 0.2% | -24.0% | -0.6% | 2.0% | 1.9% | 9.6% | 4.8% | 0.7% | 3.8%
CCOC(=O)C1CCCN(Cc2nc(CC3CC3)no2)C1 (configuration not stated) | 4.8% | 4.4% | -1.0% | 44.9% | 0.9% | 1.5% | 3.1% | -12.3% | 12.1% | -1.7% | 1.5%
COc1ccccc1N1CCN(/N=C/c2ccc(Cl)c([N+](=O)[O-])c2)CC1 | . | -12.4% | . | . | ? | 24.4% | 0.5% | 10.6% | ? | 28.2% | 15.1µM*
CCc1ccc(NC(=O)CSc2nc3ccccc3c(=O)n2CCCC(=O)NCCCN2CCOCC2)cc1 | 6.2% | -0.7% | -4.0%[10 µM] | -38.4% | -2.2% | -6.5% | 11.8% | -3.3% | 80.8% | -1.5% | -2.4%
COc1ccc(OC)c(/C=N/Nc2nc(C)cc(=O)[nH]2)c1 | 4.5% | -1.4% | -1.4% | -2.3% | 5.1% | 1.0% | 6.0% | 2.5% | -10.9% | -0.7% | -3.8%
CCOc1ccc(S(=O)(=O)N2CCN(C(=O)Cc3n[nH]c(=O)c4ccccc34)CC2)cc1 | -2.6% | -2.9% | . | . | -2.1% | -1.4% | . | . | -32.9% | -5.5% | 3.5%
Cc1ccc(C)c(C(=O)COC(=O)c2nn(C)c(=O)c3ccccc23)c1 | 3.4% | 4.8% | . | . | 0.4% | -2.2% | . | . | -6.2% | -0.1% | .
CC(C)C[C@H](NC(=O)c1nc[nH]c1C(=O)NCCCCCNC(=O)OC(C)(C)C)C(=O)OCc1ccccc1 | 1.5% | 21.8% | 6.31µM* | 12.6µM* | -0.1% | 0.4% | -26.1% | 16.0% | -12.2% | -3.6% | -1.2%
COc1ccccc1NC(=O)c1c([N+](=O)[O-])c(C(C)(C)C)nn1C | 0.7% | -3.2% | 4.9% | -2.2% | -8.7% | -4.7% | -1.8% | 4.7% | -7.6% | -0.7% | 4.0%
CN(C)CCCNC(=O)c1ccc(/C=N/O)nc1 | 3.2% | 4.1% | 17.3% | -25.8% | ? | 2.82µM* | 1.6% | ? | -16.6% | 2.51µM* | 10.7µM*
Cc1[nH]c(=O)c(C#N)cc1-c1ccccc1 | 0.1% | -3.7% | 6.4% | -16.3% | 1.7% | 6.8% | -11.1% | 8.3% | 1.1% | -0.1% | -1.5%
CCCCCCCN1N=C(C)C(C(=O)c2ccccc2)C1=O (configuration not stated) | -1.6% | -0.6% | ? | ? | -5.5% | -6.1% | -4.3% | -3.0% | -32.4% | -3.4% | -10.0%
O=C(C1CCCCC1)N1CCC(n2nnc3ccccc32)CC1 | -6.5% | 0.5% | -3.4% | 13.4% | -4.1% | 0.5% | 2.2% | -3.3% | -12.2% | -4.3% | 4.5%
COc1ccc(CNC(=O)c2cc(-c3cc(C)ccc3O)n[nH]2)cc1 | -0.7% | -8.6% | 0.0% | -5.2% | 0.0% | 1.1% | -10.7% | -12.1% | 38.8% | 10.3% | -11.9%

Three compounds from above, sorted by the number in uPA surface inh, descending.
canonical_smiles | p53 reactivator | uPA surface inh | RORg inh | Rab9 promoter act | CXXC DNA block | MBNL1-CUG inh | BRCA1 expr up | NPC1 promoter act
Cc1ccc(C)c(C(=O)COC(=O)c2nn(C)c(=O)c3ccccc23)c1 | 3.4% | 4.8% | . | -2.2% | . | . | -6.2% | -0.1%
CN(C)CCCNC(=O)c1ccc(/C=N/O)nc1 | 3.2% | 4.1% | -25.8% | 2.82µM* | 1.6% | ? | -16.6% | 2.51µM*
O=C(C1CCCCC1)N1CCC(n2nnc3ccccc32)CC1 | -6.5% | 0.5% | 13.4% | 0.5% | 2.2% | -3.3% | -12.2% | -4.3%

Continued.
SMILES | p53 reactivator | uPA surface inh | VP16 counter | RORg inh | ELG1 genotox | Rab9 promoter act | CXXC DNA block | MBNL1-CUG inh | BRCA1 expr up | NPC1 promoter act | FLuc counter
COc1ccc(CCNC(=O)c2cc(-c3ccc(Cl)c(Cl)c3)oc2C)cc1 | -23.9% | 4.0% | ? | 7.6% | -4.2% | 3.7% | 7.4% | ? | -34.4% | 4.3% | -4.9%
COc1ccc(C(=O)N2CCn3c(C)ccc3C2C)cc1 (configuration not stated) | -3.8% | 7.8% | -23.7% | -7.2% | 0.1% | 0.9% | ? | 0.5% | 1.4% | -1.0% | -7.0%
CCC(CC)CN1C(Nc2ccccc2)=NC[C@@H]1CC(C)C | 7.0% | -4.1% | -5.7% | -8.9% | -3.8% | -3.7% | -5.3% | -0.1% | 7.1% | 4.9% | 3.6%
O=C(NCCc1ccccn1)c1ccc(NS(=O)(=O)c2ccc(F)cc2)cc1 | -4.3% | 1.0% | -0.8% | 21.8% | 0.3% | -0.4% | 13.3% | -5.4% | -12.6% | -1.2% | -1.5%
CSCC(=O)N1CCC(n2nccc2NC(=O)c2ccc3c(c2)OCO3)CC1 | ? | 5.6% | ? | 8.9% | 16.3% | ? | -5.0% | -2.2% | ? | 26.4% | ?
O=C(Nc1nnc(-c2cccs2)o1)c1cccc(C(F)(F)F)c1 | ? | ? | 0.112µM* | 0.112µM* | ? | -16.4% | -12.7% | 31.0%[activator] | -79.7% | -15.1% | -14.4%
Cc1ccc(S(=O)(=O)N2CCN(C(C(=O)Nc3ccc(F)cc3)c3ccccc3)CC2)cc1 (configuration not stated) | -7.1% | 2.6% | -12.1% | 36.1% | 1.6% | 0.0% | 4.9% | -3.0% | -44.1% | -3.4% | 4.3%
COc1ccc(-n2cc(C#N)c(=O)[nH]c2=O)cc1 | -2.1% | 4.5% | -1.9% | -1.6% | 2.5% | -2.7% | -7.7% | 1.8% | 11.5% | -0.4% | -1.5%
C=CCN1C(=O)C(C)NC1=S (configuration not stated) | 3.0% | -0.9% | ? | -4.3% | -4.0% | -3.7% | -3.6% | -14.6% | 2.1% | 7.9% | -3.3%
CNC(=O)CC(C(=O)O)c1ccc(OCC(C)C)cc1 (configuration not stated) | 5.2% | 5.5% | . | -38.6%[0.365 µM] | -6.4% | -2.6% | 3.4% | -3.6% | -14.6% | -1.0% | -1.8%
CCc1ccc(NS(=O)(=O)c2ccc3[nH]cc(C(=O)NCC4CCCO4)c(=O)c3c2)cc1 (configuration not stated) | ? | -1.2% | -1.3% | 20.6% | ? | ? | 8.4% | 7.6% | -13.1% | ? | ?
COc1cccc(C(=O)Oc2ccc(/C=N/NC(=O)c3ccncc3)cc2OC)c1 | 3.4% | 4.4% | -15.0% | -26.9% | 3.6% | -0.5% | 75.5%[activator] | 10.3% | 30.0% | 0.9% | -11.7%
